# E-sel inducer = E-selectin induction on HUVECs; actives 0.37% (n = 260,000); activation, % at 7.58 µM; HUVEC E-selectin immunofluorescence imaging; normalized: neutral wells 0, TNF-alpha wells 100; P16581;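 active = mean E-selectin-positive cell signal at least 10% of the positive control, reached in at least 60% of replicates, without over 20% cell loss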;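 also: in these data hits start at about 27%; measured in HUVEC primary endothelial cells; signal is the percent of cells scored E-selectin positive by PE staining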
#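 material = human umbilical vein endothelial cells (HUVEC), E-selectin induction | quantity = 3,000 cells/well | medium = EGM-2 growth medium on 0.1% gelatin-coated wells | technique = immunofluorescence imaging | read-out basis = % PE-positive cells | control set = TNF-alpha positive control, DMSO neutral control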
# FN deposition inh = fibronectin deposition inhibition. AH1F fibroblasts, Alexa488-fibronectin deposition fluorescence, overnight. inhibition, % at 12.6 µM. actives 0.086% (n = 350,000);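 active = mean inhibition across replicates of 30% or more, regardless of how many single replicates reach that level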;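 also: positive control wells lacked labelled fibronectin entirely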
#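 Material – AH1F fibroblast monolayer, labelled fibronectin deposition · Reagent – labelled fibronectin 24 nM · Timing – 1 h adhesion, overnight exposure · Measured by – fluorescence at 485 nm excitation, 525 nm emission · Read-out – inhibition of fibronectin deposition signal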
# esBAF inh = blocks esBAF chromatin remodeling in mouse ES cells | actives 2% (n = 350,000) | Bmi1-luciferase knock-in reporter, 24 h; 100% = twice the neutral-well signal | AID 602393 | reporter increase, % at 12.5 µM; in the data active = activation above about 40%;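 also: 0% = median of the plate's neutral control wells and 100% = double that signal; a rise in the Bmi1 reporter signal indicates esBAF inhibition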
# RAD52 inh = RAD52 (human) annealing inhibition | P43351 | recombinant RAD52 DNA annealing, FRET fluorescence | inhibition, % at 18.7 µM | actives 0.46% (n = 360,000) | AID 651710;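 active = every replicate showing at least 50% inhibition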
# RAD54 inh = blocks human RAD54 Holliday junction branch migration; actives 0.14% (n = 360,000); inhibition, % at 10.4 µM; FAM/BHQ fluorescence; AID 602329;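 active = mean normalized replicate activity at least 40 and at least half of replicates scoring 40 or more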;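 also: 0% = median of neutral control wells and 100% = median of positive control wells; inhibitors cause a drop in the FAM fluorescence signal; in these data hits start at about 50%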
# Target sequence (Q92698 whole entry, looked up): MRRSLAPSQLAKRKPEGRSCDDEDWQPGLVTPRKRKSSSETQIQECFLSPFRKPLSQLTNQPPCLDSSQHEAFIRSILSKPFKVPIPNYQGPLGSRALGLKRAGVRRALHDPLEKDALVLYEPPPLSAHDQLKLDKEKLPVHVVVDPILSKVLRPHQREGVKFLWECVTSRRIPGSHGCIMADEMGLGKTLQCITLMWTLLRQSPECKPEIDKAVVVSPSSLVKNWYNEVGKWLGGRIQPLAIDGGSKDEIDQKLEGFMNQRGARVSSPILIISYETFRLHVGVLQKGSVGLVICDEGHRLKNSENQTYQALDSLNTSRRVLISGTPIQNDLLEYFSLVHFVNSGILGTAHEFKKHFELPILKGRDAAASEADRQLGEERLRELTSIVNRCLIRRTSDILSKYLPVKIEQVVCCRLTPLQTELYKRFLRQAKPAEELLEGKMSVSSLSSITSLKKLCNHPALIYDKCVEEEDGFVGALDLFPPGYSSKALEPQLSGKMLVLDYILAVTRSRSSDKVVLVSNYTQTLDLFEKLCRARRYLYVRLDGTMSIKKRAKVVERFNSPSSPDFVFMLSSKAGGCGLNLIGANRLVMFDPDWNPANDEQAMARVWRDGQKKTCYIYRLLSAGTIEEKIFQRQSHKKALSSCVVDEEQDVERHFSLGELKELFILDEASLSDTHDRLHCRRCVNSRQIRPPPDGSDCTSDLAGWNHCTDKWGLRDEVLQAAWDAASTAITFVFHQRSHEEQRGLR
# XiGFP reactiv = activators of X-chromosome reactivation in mouse fibroblasts. XiGFP mouse fibroblasts, % GFP-positive cells imaging, 3 d; cells co-treated with 5-aza-dC sensitizer; scaled so ellipticine positive control = 100%. actives 0.055% (n = 360,000). AID 743238. activation, % at 7.58 µM;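 active = mean normalized replicate activation at least 10% and every replicate at or above 10%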;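 also: 0% = median of on-plate neutral control wells and 100% = ellipticine 6 µM median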
#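 material = 68-5-11 XiGFP fibroblast line | medium = DMEM plus 5-aza-dC sensitizer | schedule = 3 days compound exposure | benchmarks = positive control ellipticine, 6 µM final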
# S100A4 inh HTS = S100A4-myosin IIA interaction inhibition. P26447. S100A4/TAMRA-MyoIIA peptide fluorescence polarization. inhibition, % at 10.7 µM. actives 0.14% (n = 360,000). AID 652163;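 active = mean inhibition of at least 70% across replicates, with every replicate also reaching that level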
# Target sequence (P26447 whole entry, looked up): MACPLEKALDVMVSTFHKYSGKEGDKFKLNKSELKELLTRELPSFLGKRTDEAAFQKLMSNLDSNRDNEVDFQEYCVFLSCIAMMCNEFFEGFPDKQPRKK
#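 Material: S100A4 monomer (human). Medium: Calcium-containing HEPES buffer, pH 7.2. Probe or stimulus: labelled myosin peptide probe, 5 nM. Compound dosing: one concentration per compound. Timing: polarization read 5 min after assay mix addition, stable 5–60 min. Benchmarks: DMSO as neutral control, TFP as positive control.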
# EWS-Fli block = EWS/Fli transcriptional activity inhibition | inhibition, % at 12.6 µM | A673 NR0B1-luciferase reporter, viability-normalised | actives 0.67% (n = 350,000);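 active = mean inhibition of at least 50% after viability correction, with every replicate also passing that limit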;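 also: firefly luciferase signal divided by Alamar Blue viability fluorescence both relative to DMSO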
# An asterisk follows results filed as active; nt = no result given.
nr	smiles	E-sel inducer	FN deposition inh	esBAF inh	RAD52 inh	RAD54 inh	XiGFP reactiv	S100A4 inh HTS	EWS-Fli block
1	Cc1ccc(N2CC(O)=C(c3nc4ccccc4c(=O)[nH]3)C2=N)cc1C	0.1	0	-4	-16	nt	0.0	-4	-1
2	CCN(CC(=O)Nc1ccc2c(c1)OCCO2)C(=O)c1cc(=O)[nH]c2ccccc12	nt	-2	nt	2	nt	0.1	-3	-8
3	CCCC#Cc1cnc2c(c1)C(=O)N([C@@H](C)CO)C[C@H](C)[C@@H](CN(C)C(=O)C1CCC1)O2	0.3	nt	-6	-17	2	0.8	-17	5
4	CN(C)S(=O)(=O)c1cccc(COc2ccccc2C(=O)Nc2ccccc2)c1	-0.1	-1	15	-9	1	-0.1	-8	1
5	C/C=C/c1ccc([C@H]2[C@@H](C#N)N(C(=O)c3cccnc3)[C@@H]2CO)cc1	-0.6	-1	3	-1	3	0.2	-4	-6
6	COCCNC(=S)N(CCc1c(C)[nH]c2ccc(F)cc12)Cc1ccco1	2.0	3	nt	-15	nt	0.0	-9	-1
7	C[C@@H]1CN([C@H](C)CO)C(=O)c2cc(NS(=O)(=O)c3ccc(F)cc3)ccc2O[C@@H](C)CCCCO[C@H]1CN(C)CC1CCCCC1	0.2	nt	-2	42	2	0.5	3	10
8	Cc1cc(C)nc(N/N=C/c2ccncc2)n1	0.0	0	-2	-18	-11	0.3	-4	25
9	Cc1ccc(NS(=O)(=O)c2c(C)[nH]c(=O)[nH]c2=O)cc1F	0.0	4	-10	-6	-14	0.2	-3	-6
10	Nc1nnnn1/N=C/c1ccccc1	-0.1	1	2	-17	-9	0.1	-1	0
11	C[C@H]1CCCCO[C@@H](CN(C)S(=O)(=O)c2cn(C)cn2)[C@@H](C)CN([C@@H](C)CO)C(=O)c2cc(NS(=O)(=O)c3cccs3)ccc2O1	-0.2	nt	-1	1	-9	0.1	-21	0
12	CCOC(=O)C1(CCOC)CCN(C(=O)c2sccc2C)CC1	0.8	2	-9	-5	-2	0.0	6	3
13	COC(=O)[C@H]1[C@H](CO)[C@H]2Cn3c(ccc(C4=CCCCC4)c3=O)[C@H]2N1CCC(F)(F)F	0.4	nt	3	-15	-2	0.0	-35	-4
14	O=C1CC(N2CCC(c3nc4ccccc4o3)CC2)C(=O)N1c1ccc(F)cc1 (configuration not stated)	nt	3	nt	-19	nt	0.0	-3	4
15	Cc1nonc1NC(=O)OCCN1CCOC1=O	nt	nt	-5	-13	0	nt	-2	1
16	CCCNC(=O)C1(C)CCN(C(=O)c2cc(F)cc(F)c2)C1 (configuration not stated)	-0.1	3	1	13	-3	0.0	-1	-6
17	CC1CCCCN1CCNC(=O)Cn1nc(-c2ccccc2)ccc1=O (configuration not stated)	nt	nt	1	-13	10	nt	-1	9
18	CCCC#Cc1ccc2c(c1)O[C@H](CN(C)S(=O)(=O)c1cccc(F)c1)[C@H](C)CN([C@@H](C)CO)S2(=O)=O	-2.1	-24	-4	2	2	-0.3	30	13
19	O=C(c1ccc(F)cc1)N1CC(=O)N2[C@@H](CO)[C@@H](c3ccc(C#CCC4CCCC4)cc3)[C@@H]2C1	0.2	-4	nt	1	nt	0.0	-5	-12
20	COc1ccc(CC(=O)Nc2ccc(S(=O)(=O)N3CCCC3)cc2)cc1OC	-0.4	0	2	-9	0	0.2	-3	2
21	CCOC(=O)C1CCN(C(=O)CCC(=O)NCCc2ccc(Cl)cc2)CC1	0.4	0	-6	-10	-5	-0.1	-4	-1
22	O=C(CCn1nnnc1CN1CCOCC1)N1CCC(c2cccc(Cl)c2)C1 (configuration not stated)	0.1	-1	2	-28	-5	0.1	1	6
23	O=C(N[C@@H]1CC[C@@H](CCNS(=O)(=O)c2ccc(Cl)cc2)O[C@@H]1CO)c1cnccn1	-1.2	nt	3	-10	-1	-0.4	-11	-1
24	C[C@H]1CCCCO[C@H](CN(C)Cc2ccc3c(c2)OCO3)[C@@H](C)CN([C@@H](C)CO)C(=O)c2cc(NC(=O)NC3CCCCC3)ccc2O1	-0.2	nt	-12	28	11	0.2	-3	3
25	CC(=O)c1cccc(NC(=O)CN(c2ccc(F)cc2)S(C)(=O)=O)c1	nt	nt	-4	-5	-3	nt	3	nt
26	CCOC(=O)[C@]12CCC=C1N(Cc1cccc3ccccc13)C(=O)[C@H](CC(=O)N1CCCC1)C2	nt	-9	nt	-10	nt	0.2	0	2
27	Cc1ccc2c(c1)CCCN2C(=O)c1cc2ccccc2oc1=O	nt	nt	0	-14	5	nt	-3	-25
28	COc1ccc(/C=C/C(=O)C23CC4CC(CC(C4)C2)C3)cc1CN1CCOCC1	-0.2	1	nt	-5	nt	0.0	-7	-1
29	CC(C)NC(=O)N1CCCCN2[C@@H](CO)[C@@H](c3ccc(C#CC4CC4)cc3)[C@@H]2C1	0.1	nt	-2	2	6	0.0	-3	-3
30	O=C(COC(=O)c1cc([N+](=O)[O-])ccc1N1CCOCC1)c1ccc(OC(F)F)cc1OC(F)F	1.8	0	5	-3	nt	0.0	-4	9
31	C[C@H]1CN([C@@H](C)CO)C(=O)CCCn2nncc2CO[C@@H]1CN(C)Cc1ccc2c(c1)OCCN2C	0.2	6	-3	-7	1	0.0	19	-2
32	COC(=O)[C@H](C)N(Cc1ccc(Cl)c(Cl)c1)S(=O)(=O)CCN1CCCC1	-1.4	-5	-9	-10	-3	0.0	-6	8
33	COc1ccc(Cn2cc(C(=O)O)c(=O)c3ccccc32)cc1	-0.4	2	0	-4	nt	0.0	1	5
34	COc1ccc(NC(=O)N(C)C[C@H]2OCCCC[C@@H](C)Oc3ccc(NS(=O)(=O)c4ccc(C)cc4)cc3C(=O)N([C@@H](C)CO)C[C@H]2C)cc1	nt	1	2	10	-3	0.3	-5	-1
35	CCCN1CCN(C(=O)CN2C(=O)COc3ccc(S(=O)(=O)N(CC)CC)cc32)CC1	nt	2	-12	0	-9	0.2	-14	nt
36	COc1ccc(CCc2nnc(CCC(=O)N(C)Cc3ccncc3C)o2)cc1	nt	-9	nt	-23	nt	0.4	-10	-2
37	O=C(Nc1ccc(C(=O)N2CCN(c3ccccc3F)CC2)cc1)C1=CSCCO1	nt	-1	11	-7	2	0.0	2	-15
38	C[C@H]1CN([C@@H](C)CO)C(=O)Cc2cc(NS(=O)(=O)c3ccc(Cl)cc3)ccc2O[C@@H]1CN(C)Cc1ccc(Oc2ccccc2)cc1	-0.2	16	-1	11	-7	0.6	-50	60*
39	C[C@H](CO)N1C[C@H](C)[C@H](CN(C)Cc2ccc(C(F)(F)F)cc2)OCCCC[C@H](C)Oc2ccc(NC(=O)Nc3ccc4c(c3)OCO4)cc2C1=O	0.0	nt	0	0	-15	-0.2	9	13
40	O=C(NCC(c1ccco1)N1CCc2ccccc21)c1cccc(F)c1 (configuration not stated)	-0.6	7	-5	-6	-3	0.1	-4	4
41	CCCNC(=O)C[C@@H]1CC[C@@H]2[C@H](COc3ccc(NS(=O)(=O)c4ccccc4C)cc3C(=O)N2C)O1	0.2	8	-2	3	0	0.1	-10	9
42	Cc1ccc(Nc2nc(N)nc(CSC(=S)N3CCOCC3)n2)c(C)c1	-0.1	6	nt	-10	nt	0.2	7	-113
43	CCOc1ccc(/C(C)=N/N2C(=O)C(CC(=O)Nc3ccc(OC)cc3[N+](=O)[O-])SC2=Nc2cccc(C)c2C)cc1 (configuration not stated)	nt	3	1	-4	0	-0.1	1	3
44	COCCOC(=O)N1C(=O)[C@@]2(c3cc(C#Cc4ccc(OC)cc4)ccc31)[C@H](c1ccccc1OCCO)N1[C@H](c3ccccc3)[C@H](c3ccccc3)OC(=O)[C@H]1[C@@H]2C(=O)NC[C@H](O)c1ccccc1	nt	nt	nt	-7	1	nt	-2	-5
45	CCNc1nc(NCC)nc(Oc2ccc(OCc3ccccc3)nn2)n1	2.9	-13	nt	-4	nt	0.1	-3	4
46	COc1ccc2c3c(n(C)c2c1)[C@H](CO)N(Cc1ccccc1)CC31CN(C(=O)c2ccccc2F)C1	-0.1	12	nt	-16	nt	0.0	1	2
47	Cc1ccccc1-c1nc(CN(C)C(C)c2ccon2)c(C)o1 (configuration not stated)	0.6	1	nt	-8	nt	-0.1	6	-9
48	C[C@H]1CN([C@@H](C)CO)C(=O)c2cc(C#CCc3ccccc3)cnc2O[C@H]1CN(C)C(=O)C1CCCCC1	-0.4	nt	-5	6	6	0.0	-1	-5
49	C[C@@H]1CC=C[C@H]2[C@H]1C(=O)N(Cc1ccccc1)[C@H]2c1ccc(F)c(-c2ccc(N(C)C)cc2)c1	-0.2	11	3	-31	-14	0.0	-2	15
50	CC(C)CCn1c(O)c(N=NC(=O)Cn2ccc(C(F)(F)F)n2)c2ccccc21	-0.8	-12	-1	nt	-2	0.5	nt	nt

# Another view of part of the listing above:
# Below each compound: E-sel inducer | FN deposition inh | esBAF inh | RAD52 inh | RAD54 inh | XiGFP reactiv | S100A4 inh HTS | EWS-Fli block
26. CCOC(=O)[C@]12CCC=C1N(Cc1cccc3ccccc13)C(=O)[C@H](CC(=O)N1CCCC1)C2
    nt | -9 | nt | -10 | nt | 0.2 | 0 | 2
27. Cc1ccc2c(c1)CCCN2C(=O)c1cc2ccccc2oc1=O
    nt | nt | 0 | -14 | 5 | nt | -3 | -25

# (cont.)
51: COc1cccc(C(O)c2ncc(-c3ccc4ccccc4c3)[nH]2)c1 (configuration not stated)
52: COc1ccc(CCNC/C=C/c2ccccc2)cc1
53: CCCNC(=O)N1C[C@@H]2[C@H](c3ccccc31)[C@@H](CO)N2C(=O)Nc1ccccc1F
54: CCCn1cnc2c(=S)nc(N)[nH]c21

compound no.	51	52	53	54
E-sel inducer	0.0	nt	0.0	2.1
FN deposition inh	-10	7	-9	0
esBAF inh	0	-14	-3	nt
RAD52 inh	-25	-14	-20	-10
RAD54 inh	6	-8	-9	nt
XiGFP reactiv	0.0	0.0	0.1	-0.2
S100A4 inh HTS	-2	2	11	-3
EWS-Fli block	-27	10	-2	-6

# 4 compounds already listed, sorted by number of heavy atoms, ascending:
54: CCCn1cnc2c(=S)nc(N)[nH]c21
52: COc1ccc(CCNC/C=C/c2ccccc2)cc1
50: CC(C)CCn1c(O)c(N=NC(=O)Cn2ccc(C(F)(F)F)n2)c2ccccc21
53: CCCNC(=O)N1C[C@@H]2[C@H](c3ccccc31)[C@@H](CO)N2C(=O)Nc1ccccc1F

compound no.	54	52	50	53
E-sel inducer	2.1	nt	-0.8	0.0
FN deposition inh	0	7	-12	-9
esBAF inh	nt	-14	-1	-3
RAD52 inh	-10	-14	nt	-20
RAD54 inh	nt	-8	-2	-9
XiGFP reactiv	-0.2	0.0	0.5	0.1
S100A4 inh HTS	-3	2	nt	11
EWS-Fli block	-6	10	nt	-2

# Bioassay records as filed in PubChem.
